# m5-HT2A agonist: mouse Htr2a agonists via beta-arrestin recruitment, primary screen, cell-based, luminescence | 5-hydroxytryptamine receptor 2A (Mus musculus), P35363 | CHO-K1 mHTR2A beta-arrestin complementation; percent of 30 µM serotonin response | activation, % at 7.6 µM | actives 0.66% (n = 360,000) | AID 624169, 2012;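 active = activation above a run cutoff, the mean activation of all tested compounds plus 3 SD, cut at about 14% in these data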;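 note: 0% = plate median of compound wells and 100% = 30 µM serotonin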
# CaV13 ICDI inh: Disruptors of the CACNA1D IQ motif to Ca2+-dependent inactivation inhibitor domain association, primary screening, Förster resonance energy transfer in intact living …; HEK cells, CFP/YFP FRET ICDI-IQ, plate reader, 10 min; percent FRET-ratio fall versus neutral wells; actives 0.098% (n = 340,000); inhibition, % at 12.3 µM;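 active = mean replicate inhibition of at least 30% and at least 1% of replicates passing that level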;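 note: 0% = median of the neutral control wells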
# Vif imaging: HIV Vif self-association inhibitors, primary screen, imaging, HEK293T, single point | HEK293T cells, Vif self-association by quenched fluorescence, 24 h | inhibition, % at 7.49 µM | actives 0.35% (n = 340,000); in the data active = inhibition above about 50%, passing the limit was not always enough; note: some results filed as inactive read as strong as hits
# PDI turbidity: inhibitors of human PDI, primary screen, biochemical, turbidity, single point, plate reader | actives 0.052% (n = 350,000) | inhibition, % at 10 µM | PDI insulin aggregation turbidity, A650, 90 min | Protein disulfide-isomerase (Homo sapiens), P07237 | AID 588391, 2011;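 active = mean inhibition across replicates of 30% or more, whatever share of single replicates reach that level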;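 note: absorbance from insulin aggregation driven by PDI reduction with DTT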
# Target sequence (P07237 whole entry, looked up): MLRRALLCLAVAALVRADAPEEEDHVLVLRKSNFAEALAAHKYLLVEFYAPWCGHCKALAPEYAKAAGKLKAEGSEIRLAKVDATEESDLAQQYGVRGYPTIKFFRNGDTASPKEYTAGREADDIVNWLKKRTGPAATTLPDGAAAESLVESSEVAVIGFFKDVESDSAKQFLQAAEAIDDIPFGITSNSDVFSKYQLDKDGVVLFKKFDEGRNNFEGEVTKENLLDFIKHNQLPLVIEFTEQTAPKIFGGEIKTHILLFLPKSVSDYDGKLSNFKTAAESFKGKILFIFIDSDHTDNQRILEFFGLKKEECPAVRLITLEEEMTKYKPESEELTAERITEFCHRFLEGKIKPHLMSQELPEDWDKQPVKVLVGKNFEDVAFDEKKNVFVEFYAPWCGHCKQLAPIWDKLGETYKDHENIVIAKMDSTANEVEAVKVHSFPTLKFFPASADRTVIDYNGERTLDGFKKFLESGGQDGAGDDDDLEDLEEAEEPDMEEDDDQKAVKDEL
# H9c2 protect: cardioprotection against H2O2-induced cell death, primary screen, uHTS, H9c2 cells, ATPLite luminescence; actives 0.63% (n = 360,000); AID 588492, 2011; protection from H2O2 cell death, % at 20 µM; H9c2 cardiomyocytes, H2O2 injury protection, 2 h;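 active = compounds giving at least 50% protection of heart cells from peroxide-induced death in the single-dose screen, raw or plate-pattern-corrected value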;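 note: 0% = DMSO wells with peroxide and 100% = DMSO wells without peroxide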
# MC4R antag cAMP: MC4R antagonists of cAMP signaling, primary screen, cell-based, TR-FRET, antagonist arm of biased-ligand search | Melanocortin receptor 4 (Homo sapiens), P32245 | MC4R-expressing cells, MTII-stimulated cAMP, LANCE TR-FRET | inhibition, % at 6.5 µM | actives 0.48% (n = 360,000) | AID 540295, 2011;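 active = inhibition above its plate's cutoff, the mean of tested wells on that plate plus 3 SD, cut at about 29% in these data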;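 note: 0% = Melanotan II alone and 100% = Melanotan II plus saturating MCL0020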
# Target sequence (P32245 whole entry, looked up): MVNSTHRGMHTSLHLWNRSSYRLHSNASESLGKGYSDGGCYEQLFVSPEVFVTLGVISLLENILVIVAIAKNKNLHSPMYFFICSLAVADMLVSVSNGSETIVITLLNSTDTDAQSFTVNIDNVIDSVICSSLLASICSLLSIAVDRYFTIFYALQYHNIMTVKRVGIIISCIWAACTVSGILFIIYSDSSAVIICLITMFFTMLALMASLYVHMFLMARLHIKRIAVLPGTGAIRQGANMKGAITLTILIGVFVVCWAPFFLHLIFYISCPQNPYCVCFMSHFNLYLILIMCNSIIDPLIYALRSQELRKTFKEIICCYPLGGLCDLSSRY
#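 Material: human MC4R-expressing U2OS cells. Probe or stimulus: Melanotan II challenge. Dosing: 6.5 µM single dose. Times: 30-min compound, 1-h challenge, 1-h detection, room temperature. Technique: TR-FRET with Eu-cAMP and labeled anti-cAMP, 671 nm. Replication: singlicate.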
# N-glyco inh: increase of ERlucT glycosylation luciferase signal, primary screen, N-linked glycosylation inhibitor project, D54 ERlucT cells, luminescence, set 2 | D54 ERlucT glycosylation luciferase reporter, 24 h; percent of 100 nM tunicamycin response | actives 0.23% (n = 360,000) | reporter increase, % at 12.5 µM | AID 588692, 2011;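 active = mean luciferase reporter signal, scaled so untreated is 0 and the glycosylation-blocking control 100, at or above a set limit in every replicate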;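 note: luciferase carries N-glycosylation sites so blocking glycosylation raises the light; 0% = median of neutral control wells and 100% = median of 100 nM tunicamycin wells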
# MC4R ag barr: MC4R agonists recruiting beta-arrestin, primary screen, cell-based, luminescence, agonist arm of biased-ligand search | U2OS MC4R beta-arrestin complementation; percent of melanotan II response, DMSO zero | activation, % at 8.9 µM | AID 540308, 2011 | actives 0.98% (n = 360,000);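 active = activation above a per-plate cutoff, the mean activation of sample wells on that plate plus 3 SD, cut at about 8% in these data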
# aDG glyco act: activators of alpha-DG glycosylation, primary screen, uHTS, Pro5-aDG cells, AlphaScreen | actives 0.22% (n = 360,000) | AID 624168, 2012 | activation, % at 10 µM | alpha-DG glycosylation AlphaScreen (IIH6); 0% Pro5, 100% B10-LARGE cell signal;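 active = activation of at least 8% versus controls, or a plate z-score of at least 8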;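 note: Pro5 are CHO cells carrying HIG-tagged alpha-DG that lacks glycosylation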
# ABCB6 inh 2: ABCB6 transporter inhibitors, primary screen, K562-ABCB6 cells, flow cytometry, MLPCN library; fluorescence ratio to DMSO, % at 10 µM; actives 0.19% (n = 360,000); AID 602162, 2011; K562-ABCB6 porphyrin accumulation, 1 h; stronger effect = lower value; ATP-binding cassette sub-family B member 6 (Homo sapiens), Q9NP58;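 active = fluorescence ratio to DMSO below 75%, the collection mean minus 3 SD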;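 note: signal is porphyrin accumulated inside mitochondria; 100% equals median channel fluorescence of DMSO control wells; lower ratio means ABCB6 inhibition with less porphyrin fluorescence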
# * marks the source's active call; other numbers are inactive results; . = not tested or not shown.
SMILES,m5-HT2A agonist,CaV13 ICDI inh,Vif imaging,PDI turbidity,H9c2 protect,MC4R antag cAMP,N-glyco inh,MC4R ag barr,aDG glyco act,ABCB6 inh 2
Cc1ccc(-c2nn(C)c(=O)c3ccccc23)cc1CN1CCOCC1,-2,-3,-8,1,7,8,1,0.6,0.1,142
CCOC(=O)c1cc(-c2ccccc2)sc1NC(=O)CC,0,-4,-4,-1,-6,11,1,1.6,-0.2,101
Cc1cc2c(OCC(O)CNC3CCCCC3)cccc2[nH]1 (configuration not stated),-2,-7,12,6,-1,19,-1,1.2,0.6,105
COc1cc2[nH]c(=S)n(CC3CCCO3)c(=O)c2cc1OC (configuration not stated),1,-9,-2,-3,4,12,3,-3.2,-0.4,99
CC1(O)CC(=O)N(c2ccccc2)O1 (configuration not stated),1,-6,-4,-3,-1,10,-1,-1.0,-0.3,95
Fc1ccc(Br)cc1C1C=C(c2ccc(Br)cc2)Nc2ncnn21 (configuration not stated),1,-25,20,-7,4,13,-1,2.6,0.8,90
COc1cc(CC(=O)OCC(=O)Nc2ccc3c(c2)OCO3)cc(OC)c1OC,5,-3,3,-3,-7,8,-1,-0.6,0.0,98
CC(C)(C)c1ccc(-c2n[nH]c(=S)n2-c2ccccc2)cc1,4,-2,-6,5,-9,13,1,2.2,0.1,101
CCCCOc1cccc(C(=O)N(Cc2cccs2)C2CCS(=O)(=O)C2)c1 (configuration not stated),1,.,-16,-2,-7,12,-1,1.4,0.2,95
CCCCCN(C(=O)CCC(=O)OCC(=O)N1CCCCC1)c1c(N)n(CCCC)c(=O)[nH]c1=O,1,-7,7,-4,-1,9,2,-2.4,0.2,97
COc1ccccc1NS(=O)(=O)c1ccc(Cl)cc1,-3,-7,-2,0,0,10,1,1.6,-0.3,100
CC(C)(C)c1ccc(-c2nc(N)nc(N)n2)cc1,6,-5,-2,-26,-9,-9,-2,3.9,-0.1,97
COc1ccccc1C1CC(c2ccco2)=NN1c1ccccc1 (configuration not stated),0,-5,0,4,-1,9,-3,-0.8,4.6,99
COc1cccc(NC(=O)CCN2CCC(C(N)=O)CC2)c1,-1,-5,22,6,7,-2,0,-0.5,-0.3,98
O=C(COc1cccc(C(F)(F)F)c1)Nc1ccc(S(=O)(=O)N2CCCCC2)cc1,-6,-1,-6,1,-7,0,-1,1.9,0.2,96

# 4 of the compounds above, with tabs.
mol	m5-HT2A agonist	CaV13 ICDI inh	Vif imaging	PDI turbidity	H9c2 protect	MC4R antag cAMP	N-glyco inh	MC4R ag barr	aDG glyco act	ABCB6 inh 2
COc1ccccc1NS(=O)(=O)c1ccc(Cl)cc1	-3	-7	-2	0	0	10	1	1.6	-0.3	100
Cc1cc2c(OCC(O)CNC3CCCCC3)cccc2[nH]1 (configuration not stated)	-2	-7	12	6	-1	19	-1	1.2	0.6	105
COc1cc(CC(=O)OCC(=O)Nc2ccc3c(c2)OCO3)cc(OC)c1OC	5	-3	3	-3	-7	8	-1	-0.6	0.0	98
COc1ccccc1C1CC(c2ccco2)=NN1c1ccccc1 (configuration not stated)	0	-5	0	4	-1	9	-3	-0.8	4.6	99

# Next part
SMILES,m5-HT2A agonist,CaV13 ICDI inh,Vif imaging,PDI turbidity,H9c2 protect,MC4R antag cAMP,N-glyco inh,MC4R ag barr,aDG glyco act,ABCB6 inh 2
CCCN1C(=O)/C(=C/c2c(N3CCNC(=O)C3CC(=O)OCC)nc3c(C)cccn3c2=O)SC1=S (configuration not stated),3,.,4,7,63*,29*,-1,-0.1,-0.3,311
Cc1cc2c(cc1S(=O)(=O)CCC(=O)Nc1cccc(C(F)(F)F)c1)OCC(=O)N2,-4,-5,-1,26,-1,0,2,-2.8,-0.1,99
O=C(OCc1cn([C@@H]2C[C@H](c3ccc(Cl)cc3)N(CC3CCCCC3)C[C@H]2O)nn1)c1ccccc1,1,-6,0,1,-2,-6,-1,0.2,-0.2,95
Cc1ccc(N2CC(C(=O)OCC(=O)Nc3ccc(F)cc3F)CC2=O)cc1 (configuration not stated),-4,-6,13,22,0,4,3,3.9,-0.2,93
COc1ccccc1CNC(=O)CN(C)Cc1ccc(SC)cc1,-4,-3,13,-10,-10,0,-1,-0.7,0.1,96
CCOC(=O)C1CCN(CC(=O)Nc2cc(S(=O)(=O)N3CCOCC3)ccc2C)CC1,6,-4,4,-1,6,1,1,2.3,1.1,94
OC(c1ccc(Cl)c(Cl)c1)c1ncc(-c2ccccc2Cl)[nH]1 (configuration not stated),0,-9,-1,10,-9,0,-1,3.5,0.0,111
O=C(NNC(=S)Nc1ccccc1Cl)c1ccccc1Br,-12,.,-5,6,-9,2,-1,-1.8,-0.2,105
C=CCN1C(=O)C2C(C(=O)NC)C3C=CC2(O3)C1C(=O)NCc1ccc(OC)cc1 (configuration not stated),1,1,-4,-3,9,7,1,-1.0,-0.2,90
Cc1cc(C)cc(C(=O)Nc2ccc(N3CCN(S(C)(=O)=O)CC3)cc2)c1,-4,-4,-3,0,15,8,0,0.8,0.1,106
CCCC(=O)N1CCN(c2ccc(NC(=O)C(C)(C)C)cc2Cl)CC1,1,-7,-5,-8,-6,6,5,-0.6,0.2,101
Brc1cccc(CN2CCCCCCC2)c1,1,.,-1,-5,-2,6,1,5.3,0.0,107
Nc1nnnn1/N=C/c1ccc(Br)cc1,3,-18,2,3,-1,-2,2,-1.2,-0.2,100
S=C(NC1CCCC1)N1CCN(c2cccc(Cl)c2)CC1,5,-18,4,17,-16,4,-2,4.3,0.4,96
O=C(CNC(=O)Cc1ccccc1)NCC(=O)OCC(=O)c1cccc2ccccc12,-1,.,3,5,8,5,1,-2.1,0.0,97
COC(=O)[C@H]1C[C@@H]1[C@H](NC(=O)OCc1ccccc1)c1ccccc1,8,-12,-5,-2,12,-4,-1,-0.7,0.2,93
CCCOC(=O)c1ccc(OCC(O)Cn2c(C)nc3ccccc32)cc1 (configuration not stated),5,-9,-48,-2,-40,5,2,0.0,1.8,94
O=C1CCC[C@@H]2Cc3nc4ccc(O)cc4cc3[C@@H]3CCN1[C@H]23,-2,-4,0,-1,5,-1,0,-0.5,0.2,99
Nc1cc([N+](=O)[O-])cc2oc(-c3ccccc3)cc12,-6,-21,-28,6,-8,-4,-2,0.8,-0.4,230
O=c1cc(-c2ccccc2)n(S(=O)(=O)c2ccccc2)o1,2,-6,8,-6,1,-3,0,0.9,0.1,90
CC1CC(C)CN(Cc2nc3c(c(=O)n(C)c(=O)n3C)n2CCN2CCOCC2)C1 (configuration not stated),0,-4,-2,3,-2,10,2,1.3,0.1,108
COc1ccc(OC)c(/C(O)=C/C(=O)C(=O)Nc2ccccc2OC)c1,-6,-6,0,-9,11,2,2,-1.2,0.0,94
O=C(Nc1cn(-c2ccccc2)nc1-c1ccccc1)c1ccccc1,-5,-4,1,1,13,-4,4,-3.4,0.1,91
CCOC(=O)Nc1cccc(C(=O)O)c1,7,.,-1,2,-1,8,1,-0.9,0.1,103
Cc1cc(C(=O)OCC(=O)N(CC(C)C)c2c(N)n(Cc3ccccc3)c(=O)[nH]c2=O)c(C)o1,-3,-6,2,4,-6,18,1,-3.7,0.2,106
O=C(O)c1ccc(-c2ccc(O)c(F)c2)cc1,2,-5,4,.,-7,-4,2,1.6,-0.4,97
CCOC(=O)c1[nH]c2ccc(OC)cc2c1NC(=S)N1CCN(c2cccc(Cl)c2)CC1,12,-6,0,-4,1,13,-3,-1.8,0.2,88
O=C1NC(Cc2ccc(O)cc2)c2nc3ccc(Cl)cc3c(=O)n2-c2cc3ccccc3cc21 (configuration not stated),-6,-3,-7,-13,5,8,8,-1.2,-0.3,95
COc1cc(O)oc1C=Nc1ccc(Cl)cc1Cl,2,-4,-4,9,2,-1,1,-2.6,-0.1,93
Cc1nn(Cc2cccc(C(N)=O)c2)c(C)c1Br,1,-6,0,3,2,3,1,-1.2,0.0,99
CCCCCCn1c(CN2CCN(C(=O)c3ccco3)CC2)nc2c1c(=O)n(C)c(=O)n2C,-1,-3,.,.,14,3,3,-0.4,-0.3,101
CSc1cnc2c(N)nc(N(C)C)nc2n1,2,-5,9,-4,4,12,1,1.5,0.0,102
CCOC(=O)c1ccc(-c2c(-c3ccc4c(c3)OCO4)noc2C)cc1F,0,-12,1,13,0,-3,2,-0.7,0.6,94
Cc1c[nH]c2ccccc12,6,.,-4,-10,0,-6,-2,-1.1,0.1,95
CCC(C)c1ccc(S(=O)(=O)N2CCN(C(C)CC(=O)O)CC2)cc1 (configuration not stated),0,-3,-2,-2,-4,5,2,-0.8,-0.1,102
Cc1cc(C)cc(OCC(=O)Nc2cccc(S(=O)(=O)NC3=NCCC3)c2)c1,3,-5,-6,-8,9,-6,9,-0.8,0.0,86
O=C(NC1(C(F)(F)F)NC(=O)N(Cc2cccnc2)C1=O)c1ccccc1 (configuration not stated),0,-3,5,3,1,1,4,-1.8,-0.2,100
CCOc1ccc(C(=O)Nc2cccc(-c3ccc(N4CCOCC4)nn3)c2)cc1OCC,5,-5,-18,-1,11,-6,1,-2.8,-0.2,94
CCCCCCCCC(NC(=O)c1ccc(C#N)cc1)C(=O)NCCC (configuration not stated),7,-3,26,8,-2,4,-2,-0.8,1.8,96
N#Cc1c(-c2ccncc2)cc(-c2ccc(F)cc2)nc1N,-5,-4,-10,0,-5,14,1,0.7,0.4,105
COc1ccc([C@H]2C(C(=O)O)=C[C@@H](CC3CCCC3)N2S(=O)(=O)c2ccc(C)cc2)cc1OC,0,-9,.,-2,-10,1,-1,0.1,-0.1,102
COc1ccc(NC(=O)CN(C)Cc2c(F)cccc2Cl)cc1S(=O)(=O)N1CCCCC1,10,-2,-3,-1,-1,0,0,-0.5,-0.2,81
O=C(COC(=O)/C=C/c1ccc(F)cc1)Nc1ccc(S(=O)(=O)N2CCOCC2)cc1,12,-4,12,4,-5,7,7,-4.3,-0.1,97
CCc1ccc(CN(C)C(=O)c2ccc3c(c2)OCCO3)cc1,8,-3,-7,4,2,12,-1,-0.7,0.3,234
Cc1ccc(CSCCNC(=O)c2ccccc2)cc1,-3,-15,-9,1,-4,-2,0,-0.2,-0.1,98
Cc1cc(NC2CCCCC2)nc2ccccc12,-2,-6,3,0,-5,-12,-1,-2.1,0.0,97
COc1ccccc1CNC(=O)C[n+]1ccccc1,1,.,-1,5,4,2,-1,-1.3,-0.1,91
